# KCNK3 block = human KCNK3 channel inhibition, primary screen | O14649 | CHO-KCNK3 thallium flux, FluxOR fluorescence; stronger effect = lower value | B-score at 10 µM | 340,000 tested, 0.84% active | AID 602410;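 active = B-score under library mean minus 4 SD, starting fluorescence ratio at most library mean plus 5 SD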;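 note: more negative B-score means stronger inhibition of thallium flux through KCNK3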
# Target sequence (O14649 whole entry, looked up): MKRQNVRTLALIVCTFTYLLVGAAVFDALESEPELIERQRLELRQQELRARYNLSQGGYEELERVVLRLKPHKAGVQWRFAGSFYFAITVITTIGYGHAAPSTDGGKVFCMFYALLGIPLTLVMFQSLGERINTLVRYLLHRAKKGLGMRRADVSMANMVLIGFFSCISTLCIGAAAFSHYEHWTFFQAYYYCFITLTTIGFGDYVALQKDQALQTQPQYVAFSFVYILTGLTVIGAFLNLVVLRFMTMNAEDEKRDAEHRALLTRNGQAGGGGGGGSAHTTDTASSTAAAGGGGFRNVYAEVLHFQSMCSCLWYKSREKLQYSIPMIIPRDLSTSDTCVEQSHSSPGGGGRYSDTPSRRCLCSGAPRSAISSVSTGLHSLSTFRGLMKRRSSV
# Dyrk1A ADPGlo = blocks rat Dyrk1A kinase activity | Q63470 | ADP-Glo luminescence, NFATc1 peptide | inhibition, % at 12.5 µM | 310,000 tested, 0.43% active; in the data active = inhibition above about 50%;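 note: plate controls were vehicle with enzyme for no effect and no enzyme for full effect; many of its hits are not listed in these tables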
# Starred values were filed as active, the others as inactive; i = inactive.
SMILES,KCNK3 block,Dyrk1A ADPGlo
COc1ccc(NC(=O)CN(C)CC(=O)NCCc2ccc(F)cc2)cc1,i,-3.4
C#CCOCCOCCOCCNc1nc(N2CCN(C(=O)[C@H](C)n3cc(CCC(=O)O)nn3)CC2)nc(N2CCN(C(=O)[C@H](CCCCN)n3cc(CCCC)nn3)CC2)n1,i,2.6
Cc1cc(NC(=O)COC(=O)[C@@H]2CCCN2C(=O)c2cccs2)no1,i,-4.4
CC(C=NNc1ccc([N+](=O)[O-])cn1)=Cc1ccccc1,i,2.1
CN(C)c1ccc(/C=C2/C[N+](C)(C)C/C(=C/c3ccc(N(C)C)cc3)C2=O)cc1,i,5.3
[O-]/C(=C(\C(=S)Nc1cccc2ccccc12)[n+]1cccc(CO)c1)c1ccc(Cl)s1,i,-2.3
CC(C)[C@H](NC(N)=O)C(=O)Nc1cccc(S(=O)(=O)NC2=NCCCCC2)c1,i,-4.5
CC(C)c1ccc(NC(=O)CN2C(=O)NC(Cc3c[nH]c4ccccc34)C2=O)cc1 (configuration not stated),i,-3.6
CCN(C[C@H]1N[C@@](Cc2ccccc2)(C(=O)OC)[C@H]2C(=O)N(Cc3ccccc3)C(=O)[C@@H]12)C(=O)Nc1ccc(F)cc1,i,-1.7
COc1ccc(-c2ccc(C(c3c(C)[nH][nH]c3=O)c3c(C)[nH][nH]c3=O)o2)c([N+](=O)[O-])c1,i,2.5
Cc1ccccc1NC(=O)COC(=O)c1ccc(S(=O)(=O)N2CCCCCC2)cc1,i,-3.6
Cc1cn([C@H]2C[C@H](O)[C@@H](CCC(=O)NCCc3cnc[nH]3)O2)c(=O)[nH]c1=O,i,-1.1
CCCN(CC(=O)Nc1ccccc1C)C(=O)c1ccc(OCc2c(C)noc2C)cc1,i,-0.7
O=C(c1cccc(S(=O)(=O)N2CCOCC2)c1)N1CCN(S(=O)(=O)c2cccc([N+](=O)[O-])c2)CC1,i,5.5
CCOC(=O)C(=O)NC1CC=CCC1c1ccc2c(c1)OCO2 (configuration not stated),i,-2.5
CN(C)CCC(=O)N1C/C(=C/c2ccccc2)C(=O)/C(=C\c2ccccc2)C1,i,-1.8
CN(CC(=O)Nc1ccc(Cl)c(C(F)(F)F)c1)C(=O)C1CC(=O)N(CCc2ccccc2)C1 (configuration not stated),i,11.7
CN(C)c1nc(Cl)nc2c1nc(Cl)n2C1CCCCO1 (configuration not stated),i,6.2
CC[C@@]1(C(=O)OC)N[C@H](CN(C)C(=O)Nc2ccc(C(F)(F)F)cc2)[C@@H]2C(=O)N(C)C(=O)[C@@H]21,i,-1.4
CCCN1CCC(=O)NC1=S,i,-5.0

# Looked up by structure from the entries so far (three):
SMILES,KCNK3 block,Dyrk1A ADPGlo
CN(C)c1nc(Cl)nc2c1nc(Cl)n2C1CCCCO1 (configuration not stated),i,6.2
COc1ccc(-c2ccc(C(c3c(C)[nH][nH]c3=O)c3c(C)[nH][nH]c3=O)o2)c([N+](=O)[O-])c1,i,2.5
CCCN(CC(=O)Nc1ccccc1C)C(=O)c1ccc(OCc2c(C)noc2C)cc1,i,-0.7

# Part of the list above, set out differently.
Compound	KCNK3 block	Dyrk1A ADPGlo
Cc1cc(NC(=O)COC(=O)[C@@H]2CCCN2C(=O)c2cccs2)no1	i	-4.4
CC(C=NNc1ccc([N+](=O)[O-])cn1)=Cc1ccccc1	i	2.1
CN(C)c1ccc(/C=C2/C[N+](C)(C)C/C(=C/c3ccc(N(C)C)cc3)C2=O)cc1	i	5.3
[O-]/C(=C(\C(=S)Nc1cccc2ccccc12)[n+]1cccc(CO)c1)c1ccc(Cl)s1	i	-2.3
CC(C)[C@H](NC(N)=O)C(=O)Nc1cccc(S(=O)(=O)NC2=NCCCCC2)c1	i	-4.5
CC(C)c1ccc(NC(=O)CN2C(=O)NC(Cc3c[nH]c4ccccc34)C2=O)cc1 (configuration not stated)	i	-3.6
CCN(C[C@H]1N[C@@](Cc2ccccc2)(C(=O)OC)[C@H]2C(=O)N(Cc3ccccc3)C(=O)[C@@H]12)C(=O)Nc1ccc(F)cc1	i	-1.7

# The list continues.
SMILES,KCNK3 block,Dyrk1A ADPGlo
Cc1cc(C(=O)c2ccccc2)cc(C)c1O,i,-4.0
CCc1ccccc1NC(=O)CSc1nc2n[nH]c(C)c2c(=N)n1-c1ccc(OC)cc1,i,23.7
C#CC(CC)(CC)NC(=O)c1cc(S(=O)(=O)N2CCCCC2)ccc1N1CCOCC1,i,-4.2
O=C1OCCN1c1ccccc1,i,2.0
CN(C(=O)c1ccc(NC(=O)Cc2ccc(NC(=O)C3CCCN(C(=O)C4CCCC4)C3)cc2)cc1)C1CCCC1 (configuration not stated),i,-0.6
CCCc1sc(C(=O)Nc2nnc(C3CC3)s2)cc1CC,i,0.4
O=[N+]([O-])c1cccc(COc2ccc(CN3CCOCC3)cc2)c1,i,3.2
CC[C@@]1(C(=O)OC)N[C@H](CN(C)C(=O)COc2ccccc2)[C@@H]2C(=O)N(Cc3ccccc3)C(=O)[C@@H]21,i,0.4
O=C1c2ccccc2[C@@H]2C[C@@H](O)[C@H](Nc3ccccc3-c3ccccc3)CCN12,i,-0.3
COc1ccc(C2(SCC(N)C(=O)O)c3ccccc3-c3ccccc32)cc1 (configuration not stated),i,7.4
C[C@@H]1CN([C@@H](C)CO)C(=O)c2cc(NS(C)(=O)=O)ccc2O[C@@H]1CN(C)Cc1ccc(C(F)(F)F)cc1,i,7.7
CCOC(=O)N1CCN(C(=O)c2cn(-c3ccc(C)c(C)c3)c(=O)c3ccccc23)CC1,i,-6.6
O=c1[nH]c2cc(Cl)c(Br)cc2o1,i,32.0
Cc1cccc(Cc2nc3ccccc3[nH]2)c1,i,-0.9
O=c1oc2ccccc2c2c1cnc1ccccc12,i,-1.4
COc1ccccc1NS(=O)(=O)c1cc(NC(=O)c2cccc(S(=O)(=O)N(C)C)c2)ccc1N1CCOCC1,i,1.2
COc1ccc(CNCCS(=O)(=O)NN2CCOCC2)cc1,i,1.6
CCOc1cc(N2CCOCC2)c(OCC)cc1NC(=O)c1ccc(F)c(S(=O)(=O)N2CCOCC2)c1,i,4.1
CC(CNC(=O)COC(=O)c1cccnc1Cl)c1ccccc1 (configuration not stated),i,0.9
O=C(Nc1c(Cl)cc2c(c1Cl)Cc1cc([N+](=O)[O-])ccc1-2)C(Cl)Cl,i,2.9
CCN(c1ccccc1)S(=O)(=O)c1ccc(Cl)c(C(=O)NC2CCN(Cc3ccccc3)CC2)c1,i,9.7
COc1ccc(C(CNC(=O)c2cccc(S(=O)(=O)Nc3ccc(F)cc3)c2)N2CCCCC2)cc1 (configuration not stated),i,-1.8
Nc1ccc(S(=O)(=O)Nc2cnc3c(Cl)cccc3n2)cc1,i,-1.0
COC(=O)[C@@]1(C)[C@H]2C(=O)N(C)C(=O)[C@H]2[C@H]2CN=C(SCc3ccccc3)N21,i,-0.3
COc1ccc(N2CCN(CCNS(=O)(=O)c3cccc4nsnc34)CC2)cc1,i,-1.8
CCN(CC)S(=O)(=O)c1ccc(C(=O)NCc2nnc(SCC(=O)OC)n2C)cc1,i,13.5
CCN(C(=O)CSc1nc2ccccc2n1CC(C)C)c1c(N)n(Cc2ccccc2)c(=O)[nH]c1=O,i,5.0
Cc1cccc(NC(=O)c2cccc(S(=O)(=O)Nc3c(C)n(C)n(-c4ccccc4)c3=O)c2)c1,i,-2.8
CCCCNS(=O)(=O)CCNCc1ccco1,i,-17.0
CC1CCC(C(C)C)C(OC(=O)Cn2c(-c3ccc(F)cc3)[n+](C)c3ccccc32)C1 (configuration not stated),i,2.0
CCOC(=O)/C=c1/s/c(=C\c2c(OC)ccc3ccccc23)c(=O)n1CC(=O)NCC1CCCO1 (configuration not stated),i,-1.3
CC[C@]12c3[nH]c4ccc(OC)cc4c3CCN1C(=O)C(CC(=O)NCCCOC)C[C@@H]2C(=O)N1CCN(C(=O)c2ccco2)CC1 (some centres not stated),i,-2.9
CCCCn1cnc2c(SCc3ccccc3)nc(N)nc21,i,-1.2
CN(C)c1ccc(Cc2ccc(N(C)C)cc2)cc1,i,-2.4
CN(Cc1ccc(OC(F)F)cc1)C(=O)c1cccc(S(=O)(=O)N2CCN(c3ccccc3)CC2)c1,i,-0.8
Cc1ccc(S(=O)(=O)N2C[C@@H]3[C@H]4CC[C@H](C4)[C@@H]3[C@@H](C)[C@@H]2c2cn(Cc3ccccc3)c3ccc(F)cc23)cc1,i,-6.4
C=CCN1CCS(=O)(=O)N(Cc2ccccc2)[C@@H](C(C)C)C1=O,i,-17.7
Cc1ccc(NC(=O)COC(=O)c2ccc(CN3CCCC3=O)cc2)cc1C,i,-2.2
CS(=O)(=O)c1ccc(Cl)c(NC(=O)COC(=O)CCN2C(=O)C3CC=CCC3C2=O)c1 (configuration not stated),i,-5.6
CCN(C(=O)COC(=O)C(c1ccccc1)c1ccccc1)c1c(N)n(Cc2ccccc2)c(=O)[nH]c1=O,i,-3.1
COC(=O)[C@]1(C)N[C@H](CN(C)S(=O)(=O)c2ccc(OC(F)(F)F)cc2)[C@@H]2C(=O)N(Cc3ccccc3)C(=O)[C@@H]21,i,4.0
COc1ccn(C2CCCCO2)c(=O)n1 (configuration not stated),i,-1.4
COc1cc2c(cc1OC)-c1cc(OCc3cccnc3)nc(=O)n1CC2,i,9.9
COC(OC)C1Nc2ccccc2C(=O)N1c1ccc(F)cc1 (configuration not stated),i,-3.2
COc1ccc(CC(=O)Nc2cc(S(=O)(=O)N3CCCCC3)ccc2C)cc1,i,-4.3
O=C(Cc1cccc(NC(=O)C2CCCN(C(=O)c3ccccc3)C2)c1)Nc1ccc(C(=O)N2CCOCC2)cc1 (configuration not stated),i,0.1
Nc1ccc2c(c1)C(O)c1cccc(C(=O)O)c1-2 (configuration not stated),i,-2.7
C=CC[C@@H](Cc1ccc(F)cc1)C(=O)OC[C@H]1CCCN1C(=O)[C@@H](CC=C)CC(=O)N(CCO)Cc1ccccc1,i,-0.8
Cc1csc(NC(=O)CSc2nc3[nH]c(=O)cc(O)c3s2)n1,i,9.6
O=C(C=P(c1ccccc1)(c1ccccc1)c1ccccc1)c1ccccc1-c1ccccc1C(=O)C=P(c1ccccc1)(c1ccccc1)c1ccccc1,i,3.2
COCCn1c(-c2ccc(C)cc2)nc2c(c(=O)c3ccccc3n2C)c1=O,i,-8.6
O=C(CSc1nc2ccccc2o1)Nc1nc2c(s1)CCCC2,i,26.1
CC(=O)NC1CC2CCCC(C1)N2C(=O)Nc1cccc(C(C)=O)c1 (configuration not stated),i,-1.4
CN(CC(=O)O)C(=O)c1ccccc1,i,7.4
O=C(O)CCCCCN1C(=O)/C(=C/c2cn(-c3ccccc3)nc2-c2cccs2)SC1=S,i,-5.2
O=S1(=O)N[C@@H](Cc2ccccc2)COc2cc(Br)ccc21,i,0.1
COC1=C(N)C(=O)c2nc(C)ccc2C1=O,i,16.1
C=CC[C@@H](CC(=O)N(CCO)Cc1ccccc1)C(=O)NCCOC(=O)[C@@H](CC=C)Cc1ccc(F)cc1,i,-2.3
CN(C(=O)c1cccc(NC(=O)Cc2ccc(NC(=O)C3CCN(C(=O)CCc4ccccc4)CC3)cc2)c1)C1CC1,i,1.0
O=[N+]([O-])c1ccc(CSc2ccc(S(=O)(=O)N3CCCCCC3)cn2)cc1,i,-6.3

# More structures follow.
SMILES,KCNK3 block,Dyrk1A ADPGlo
CCOc1ccc(S(=O)(=O)N2CCC(C(=O)NCC(=O)Nc3cccc(Cl)c3C)CC2)cc1,i,0.8
COc1ccc(NS(=O)(=O)c2cc(NC(=O)Cc3n[nH]c(=O)c4ccccc34)ccc2OC)cc1,i,4.2
COc1ccc2nc3cc(Cl)ccc3c(Nc3ccc(O)c(CN4CCN(C)CC4)c3)c2c1,i,61.7*
CCOC(=O)C1=CN(Cc2ccccc2)CCC1=O,i,-3.6
C[C@]1(O)CC(=O)C=C[C@H]1Nc1ccccc1,i,4.6
CC(=NNC(=O)c1ccncc1)c1ccccc1O,i,-1.9
CC[C@@H](NC(=O)Cn1cc(C)c(=O)[nH]c1=O)c1ccccc1,i,37.3
O=Cc1ccc(F)c([B-](F)(F)F)c1,i,-15.5
CC[C@@H](C)[C@@H]1CN([C@@H](C)CN2CCC[C@H]2CN2C(N)=NC[C@H]2CC(C)C)C(=N)N1CCCC1CCCC1,i,4.5
COc1ccccc1C1CC(=O)Oc2cc(C)c(Br)c(C)c21 (configuration not stated),i,8.2
N/C(=N\OC(=O)c1ccccc1)C(C(=O)NOC(=O)c1ccccc1)C1CCCCC1 (configuration not stated),i,-4.9
N#CCCN(C(=O)COC(=O)c1cccc(S(=O)(=O)N2CCCCCC2)c1)c1ccc(F)cc1,i,0.5
COc1cc2c(cc1OC)CN(S(=O)(=O)c1ccc(Cl)nc1)CC2,i,1.3
O=C(Nc1ccc(C(=O)N2CCOCC2)cc1)c1ccccc1,i,-0.5
COCCN(C(=O)COC(=O)/C=C/c1ccc(SC)cc1)c1c(N)n(Cc2ccccc2)c(=O)[nH]c1=O,i,-2.3
COc1ccccc1COC(=O)C(NC(=O)c1ccc(C)cc1)C(C)C (configuration not stated),i,2.5
CC[C@]12C(=O)N(C)C[C@H]([C@@H]3C(=O)N(Cc4ccccc4)C(=O)[C@@H]31)N2C(=O)c1ccc(Br)cc1,i,1.6
N/C(=N\OS(=O)(=O)c1ccc(Cl)cc1)c1ccccn1,i,0.6
O=C(Oc1ccccc1)c1ccccc1C(=O)Oc1ccccc1,i,9.3
COc1ccc(OCC(=O)NNC(=O)Cn2c(=O)cnc3ccccc32)cc1,i,-5.4
O=C(Cn1ccc(=O)[nH]c1=O)Nc1ccc(O)c([N+](=O)[O-])c1,i,3.1
CCS(=O)(=O)c1ccc(C=NNc2nc3ccccc3o2)cc1,i,-0.9
COC(=O)CC1(CC(N)=O)SCCS1,i,-6.6
CCCCn1c(N)c(N(CC(C)C)C(=O)Cc2ccc(S(=O)(=O)N3CCOCC3)s2)c(=O)[nH]c1=O,i,30.2
Cc1ccc(C2=C(O)C(=O)C(c3ccc(C)cc3)=C(O)C2=O)cc1,i,1.2
c1ccc(-c2nnnn2-c2ccccn2)cc1,i,5.9
CCOC(=O)c1ccc(NC(=O)C2CC(=O)N(c3ccc4c(c3)OCCO4)C2)cc1 (configuration not stated),i,-1.1
Cc1cc(Br)ccc1NC(=O)CNC(=O)CN(C)C1CCS(=O)(=O)C1 (configuration not stated),i,0.2

# Only part of the results is shown; the hit share may differ from the screen's.
